# APE1 inh: inhibitors of human APE1 endonuclease; recombinant APE1, TAMRA/BHQ-2 abasic DNA cleavage fluorescence; Potency, µM (highest dose often 65.8 µM), inactives show top-dose activity change, negative = inhibition, actives largely listed as inhibitors; hit rate 0.35% among 350,000; AID 2517;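 also: potency is read from the fitted curve at half-maximal effect; plate controls were vehicle for no effect and reference inhibitor for full effect; nearly all actives have a fitted effect of over 55% in size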
# Target sequence (P27695 whole entry, looked up): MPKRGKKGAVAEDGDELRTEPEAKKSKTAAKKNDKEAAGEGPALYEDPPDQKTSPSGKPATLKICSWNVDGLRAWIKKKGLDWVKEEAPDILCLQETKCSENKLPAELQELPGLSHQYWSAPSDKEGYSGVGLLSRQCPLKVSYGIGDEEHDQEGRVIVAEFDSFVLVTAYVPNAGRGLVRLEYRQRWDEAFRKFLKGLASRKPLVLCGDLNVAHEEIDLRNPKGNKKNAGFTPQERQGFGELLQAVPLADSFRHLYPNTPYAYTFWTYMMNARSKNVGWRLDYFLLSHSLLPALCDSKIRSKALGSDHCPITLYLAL
#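 APE1 at 0.75 nM preincubated 15 min at room temperature with compound. Reaction then started with 50 nM double-stranded THF-abasic substrate labelled with TAMRA/BHQ-2, and 525/598 nm fluorescence read kinetically. Activity taken as third-minus-first read difference, normalized to DMSO and NSC13755 controls.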
# Pol beta inh: inhibitors of human DNA polymerase beta; hit rate 1.3% among 340,000; Pol beta primer extension/strand displacement, fluorescence kinetic; Potency, µM (titrated, usually from 114 µM), inactives show at the highest dose activity change, negative = inhibition, actives largely listed as inhibitors; P06746; also: potency is read from the fitted curve at half-maximal effect; % is scaled to controls: 0 for no effect and ±100 for the full control effect
#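 Preincubation: enzyme (10 nM) with compound, 15 min, RT. Reaction: substrate added to 50 nM final. Reads: 0 and 10 min. Analysis: normalized, Hill fit.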
# POLI inh: blocks human DNA polymerase iota activity. hit rate 1% among 390,000. Pol iota fluorescent replication assay, 10 min. Potency, µM (top dose mostly 115 µM), inactives show at the top dose activity, negative = inhibition, most hits filed as inhibitors; also: potency is read from the fitted curve at half-maximal effect
# Target sequence (Q9UNA4 whole entry, looked up): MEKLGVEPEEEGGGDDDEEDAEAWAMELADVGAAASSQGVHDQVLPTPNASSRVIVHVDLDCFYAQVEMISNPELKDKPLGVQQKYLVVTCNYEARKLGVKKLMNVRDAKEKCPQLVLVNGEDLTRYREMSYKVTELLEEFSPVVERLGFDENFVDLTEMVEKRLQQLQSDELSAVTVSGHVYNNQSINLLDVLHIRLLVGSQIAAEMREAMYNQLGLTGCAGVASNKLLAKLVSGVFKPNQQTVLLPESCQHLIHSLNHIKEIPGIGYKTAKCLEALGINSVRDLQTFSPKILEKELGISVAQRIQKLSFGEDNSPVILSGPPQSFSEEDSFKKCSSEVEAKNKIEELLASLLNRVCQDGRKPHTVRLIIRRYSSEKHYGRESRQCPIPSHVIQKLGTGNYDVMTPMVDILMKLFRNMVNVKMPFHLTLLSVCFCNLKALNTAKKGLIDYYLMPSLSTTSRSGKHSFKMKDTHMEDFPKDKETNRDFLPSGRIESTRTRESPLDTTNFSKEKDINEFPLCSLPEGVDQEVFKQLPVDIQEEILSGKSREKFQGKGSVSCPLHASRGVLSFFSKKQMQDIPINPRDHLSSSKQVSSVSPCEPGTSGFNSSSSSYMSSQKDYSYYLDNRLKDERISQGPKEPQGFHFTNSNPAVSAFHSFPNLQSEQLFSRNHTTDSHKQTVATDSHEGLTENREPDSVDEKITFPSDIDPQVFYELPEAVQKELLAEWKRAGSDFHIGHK
#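 Fluorescent replication assay read twice, at 0 min and 10 min after adding 50 nM (final) substrate. Enzyme (10 nM) and compounds were first incubated 15 min at room temperature; enzyme-free buffer wells were negative controls.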
# ERG Ets-DNA blk: inhibitors of human ERG Ets domain-DNA interaction. P11308. fluorescence polarization, His-ERG Ets domain / labelled DNA. Potency, µM (series often up to 76.9 µM), without a hit: at the highest dose FP activity, negative = inhibition, actives largely listed as inhibitors. hit rate 0.028% among 370,000. AID 624246; active = well fitted inhibition curve with a large enough effect in the polarisation, with a control signal flat; inconclusive = small, poorly fitted or top-dose-only effect, or effect the other way, or a change in a side signal; inactive = no such curve, though single readings can be large or run the other way; the % refers to the polarisation;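 also: polarization taken with two DNA probes labelled with fluorescein and Texas red; potency is read from the fitted curve at half-maximal effect; % of control where 0% means no effect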
#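 His-tagged ERG Ets domain (1 uM in the protein solution; 300mM KCl, 50mM Tris-HCl, 1mM EDTA, 1mM DTT, pH 7.5) received compound, then a probe mix of 5 nM fluorescein-DNA and 100nM Texas-615-DNA. Fluorescence polarization was read for both dyes.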
# TRHR agonist: TRH receptor (human) agonism. P34981. TRHR cells, calcium flux fluo-8, FDSS agonist mode. activation, % at 2 µM. hit rate 0.18% among 360,000; in the data active = activation above about 30%; also: 0% is about no effect
#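 In this calcium-flux screen, cells bearing human TRHR are dye-loaded with fluo-8, baselined for 10 cycles, then exposed to library compounds; positive kinetic calcium responses during the agonist phase mark hits, with TRH as control.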
# Pol kappa inh: blocks human DNA polymerase kappa activity; purified Pol kappa, fluorescent DNA synthesis assay, 10 min; hit rate 0.53% among 400,000; Potency, µM (top dose mostly 107 µM), inactives show at the top dose activity, negative = inhibition, usual class: inhibitors; Q9UBT6; also: potency is read from the fitted curve at half-maximal effect; % is scaled to controls: 0 for no effect and ±100 for the full control effect
#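 Here, compound and 10 nM enzyme are combined for 15 min at room temperature; adding 50 nM substrate (final) starts DNA synthesis, tracked by fluorescence at 0 and 10 min against buffer-only wells.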
# BLM helicase inh: Bloom syndrome helicase (human) inhibition; recombinant BLM DNA unwinding, fluorescence dequenching; Potency, µM (doses to about 56.1 µM), for inactives: at the highest dose activity change, negative = inhibition, most hits filed as inhibitors; hit rate 0.2% among 350,000; P54132; AID 2528;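 also: potency is read from the fitted curve at half-maximal effect; plate controls were vehicle for no effect and no enzyme for full effect; nearly all actives have a fitted effect of over 35% in size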
# Anesthetic bind: binds horse apoferritin like a general anesthetic | P02791 | apoferritin/1-aminoanthracene competitive binding, fluorescence | Potency, µM (series often up to 77.5 µM), for inactives: top-dose activity change, negative = displacement, hits mostly inhibitors | hit rate 0.074% among 350,000; also: potency is read from the fitted curve at half-maximal effect; % is scaled to controls: 0 for no effect and ±100 for the full control effect; nearly all actives have a fitted effect of over 20% in size
#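 10 uM apoferritin + 50% sat. 1-AMA, PBS; cpd 10 min RT; Ex380/Em535 endpoint; normalized to free probe vs complex; 4-param Hill fit; propofol titration as pos. ctrl.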
# ALOX12 inh: blocks human arachidonate 12S-lipoxygenase | purified 12hLO, xylenol orange hydroperoxide absorbance | Potency, µM (series often up to 108 µM), for the others: at the highest dose activity change, negative = inhibition, most hits filed as inhibitors | hit rate 1.1% among 580,000 | AID 1671190; also: potency is read from the fitted curve at half-maximal effect; % is scaled to controls: 0 for no effect and ±100 for the full control effect
#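 Hydroperoxide product was detected by ferrous iron/xylenol orange as the 573 to 405 nm absorbance ratio. Arachidonic acid at 40 uM (final) was turned over for 30 min at room temperature by 150 nM human 12hLO, pH 7.0 Hepes buffer, after 15 min compound preincubation.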
# Starred values were filed as active, the others as inactive; ? = inconclusive; / = not tested or not shown; & = joins results of further samples; [ ] = dose if it differs, or a comment. Unless noted, calls follow the shape of the dose curve; as a rule, active = well fitted curve in the direction sought with a large enough effect; inconclusive = small, poorly fitted or top-dose-only effect, or another doubt; inactive = no such curve, though single readings can be large; an effect the other way counts as inactive or inconclusive.
# The first 5 records, to show the layout:
molecule,APE1 inh,Pol beta inh,POLI inh,ERG Ets-DNA blk,TRHR agonist,Pol kappa inh,BLM helicase inh,Anesthetic bind,ALOX12 inh
CCOC(=O)c1ccc2c(c1)nc(SC(C)C(=O)NCC1CCCO1)n2CC (stereo not drawn),5%,/,16%,-2%,-0.5,-6%,/,/,28%
O=c1c2c(nc3nc(COc4ccccc4)[nH]n13)CCC2,4%,-2%,8%,-4%,-0.2,-10%,3%,-11%,0%
CCOc1ccccc1N(CC(=O)NCCSc1ccccn1)S(=O)(=O)c1ccc(C)cc1,16%,-2%,33%[activator],-1%,0.5,-2%,-6%,1%,?
COC(=O)c1ccc(C)c(NC(=O)CCCN2C(=O)CN(C)C2=O)c1,11%,/,13%,0%,/,2%,/,/,?
CC(=O)NNc1ncnc2c1cnn2-c1ccc(C)c(Cl)c1,-1%,39%,116%[activator],4%,0.6,-13%,-2%,-7%,2%

# The listing, from the first entry:
molecule,APE1 inh,Pol beta inh,POLI inh,ERG Ets-DNA blk,TRHR agonist,Pol kappa inh,BLM helicase inh,Anesthetic bind,ALOX12 inh
CCOC(=O)c1ccc2c(c1)nc(SC(C)C(=O)NCC1CCCO1)n2CC (stereo not drawn),5%,/,16%,-2%,-0.5,-6%,/,/,28%
O=c1c2c(nc3nc(COc4ccccc4)[nH]n13)CCC2,4%,-2%,8%,-4%,-0.2,-10%,3%,-11%,0%
CCOc1ccccc1N(CC(=O)NCCSc1ccccn1)S(=O)(=O)c1ccc(C)cc1,16%,-2%,33%[activator],-1%,0.5,-2%,-6%,1%,?
COC(=O)c1ccc(C)c(NC(=O)CCCN2C(=O)CN(C)C2=O)c1,11%,/,13%,0%,/,2%,/,/,?
CC(=O)NNc1ncnc2c1cnn2-c1ccc(C)c(Cl)c1,-1%,39%,116%[activator],4%,0.6,-13%,-2%,-7%,2%
Cc1ccc(C(=O)N2N=C3c4ccccc4S(=O)(=O)N3[C@H]2N(C)C)cc1,2%,21%,-10%,-4%,1.0,-3%,-2%,-4%,-19%
Brc1cc2[nH]cnc2c2ccccc12,0%,-11%,-11%[58.9 µM],1%,0.0,-11%,-5%,-2%,?
O=C(O)c1ccc(OCCCOc2ccc(C(=O)O)cc2)cc1,3%,/,/,/,/,5%[19.4 µM],-3%&-3%,-8%,-14%
C[C@H](CO)N1C[C@H](C)[C@@H](CN(C)S(=O)(=O)c2ccccc2)Oc2ccc(NC(=O)NC3CCCCC3)cc2C1=O,8%,/,13%,4%,/,3%,/,/,3%
COC(=O)c1ccc(CNC(=O)CSC2=NCCS2)cc1,0%,-1%,92%[activator],7%,-0.2,2%,2%,-9%,-2%
Brc1cc(Br)c2nc(-c3cccs3)ccc2c1,-9%,1%,-2%,10%,0.2,0%,-4%,-3%,49%[activator]
CC(C)N1CCC(N2CCN(Cc3ccc4nonc4c3)CC2CCO)CC1 (stereo not drawn),-2%,-12%,47%[activator],-9%,-0.6,-22%,-1%,0%,-17%
O=[N+]([O-])c1ccccc1N/N=C/c1c[nH]c2ccccc12,-3%,2%,9%,-4%,-0.6,-4%,-12%,?,?
c1ccc(-c2nc(NCc3ccco3)c3ccccc3n2)nc1,-1%,12%,?,12%,-0.1,-7%,1%,-11%,7%
NCCNC(=O)c1c(NC(=O)c2ccccc2)sc2c1CCCC2,35%,0%,1%,0%,-0.1,-10%,-2%,-16%,-7%
COc1cc(OC)cc(C(=O)NC(=S)Nc2ccc(Cl)c(C(=O)O)c2)c1,-2%,24%,-16%,8%,-0.3,-3%,0%,-10%,28µM*
COCCNC(=O)Cn1cnc2sc(C)c(S(=O)(=O)N3CCC(C)CC3)c2c1=O,22%,-16%,9%,7%,0.9,-1%,-1%,-3%,0%
O=C(CCC1CCCC1)NNC(=O)COc1ccc(Br)cc1,-20%,/,-7%,-12%,/,0%,/,/,3%
Cc1ccc(-n2c(SCC(N)=O)nc3c([nH]c4ccccc43)c2=O)cc1,-5%,-1%&-29%,-1%&-1%,9%&1%,-0.3&-0.3,-4%,-1%&-2%,-5%&-18%,?
CC(C)C(=O)Nc1nnc(S(=O)(=O)N2c3ccccc3CC2C)s1 (stereo not drawn),-11%,5%&0%,4%&15%,-6%&-5%,2.5&0.1,3%&-1%,-2%&-5%,-12%&-4%,7%&3%
Cc1ccc(NC(=O)N2CCC(NC(=O)C(C)(C)C)CC2)cc1,-2%,4%,1%,1%,0.3,5%,-1%,-5%,-1%
O=C(CN1CC(=O)Nc2ccccc21)NCCc1ccc(Cl)cc1Cl,-7%,2%,49%[activator],1%,0.1,7%,-4%,-15%,-14%
O=C(C1=C[C@H](C2CC2)C[C@H](OCc2ccc(CO)cc2)O1)N1CCOCC1,1%,-6%,2%,-4%,-0.1,-12%,-3%,1%,-7%
O=C1CC(N2CCC(c3nc4ccccc4[nH]3)CC2)C(=O)N1Cc1ccccc1 (stereo not drawn),4%,44%,13%,/,-0.2,-4%,4%,-20%,-28%
CC(=O)N1CCN=C1SCc1c(F)cccc1Cl,-3%,-1%,7%,9%,0.3,-11%,-11%,?,4%

# One compound at a time, from the list above. Order of values: APE1 inh	Pol beta inh	POLI inh	ERG Ets-DNA blk	TRHR agonist	Pol kappa inh	BLM helicase inh	Anesthetic bind	ALOX12 inh
# Record of `CC(C)C(=O)Nc1nnc(S(=O)(=O)N2c3ccccc3CC2C)s1` (stereo not drawn) = -11%	5%&0%	4%&15%	-6%&-5%	2.5&0.1	3%&-1%	-2%&-5%	-12%&-4%	7%&3%
# Record of `COCCNC(=O)Cn1cnc2sc(C)c(S(=O)(=O)N3CCC(C)CC3)c2c1=O` = 22%	-16%	9%	7%	0.9	-1%	-1%	-3%	0%

# (next part)
molecule,APE1 inh,Pol beta inh,POLI inh,ERG Ets-DNA blk,TRHR agonist,Pol kappa inh,BLM helicase inh,Anesthetic bind,ALOX12 inh
O=C(O)CC1S/C(=N/N=C/c2ccc(-c3ccc(Cl)cc3[N+](=O)[O-])o2)NC1=O (stereo not drawn),-7%,?,?,-3%,0.6,?,-2%,?,-26%
COc1ccc(-c2[nH]c(-c3ccc(F)cc3)nc2SCC(=O)NC2CCCC2)cc1,-2%,?,-9%,-1%,6.5,-12%,-2%,-17%,-1%
CN(CC(=O)Nc1ccc2c(c1)OCO2)S(=O)(=O)c1cccs1,33%,33%,-2%,-4%,0.7,-1%,-3%,-8%,-2%
CC1=CC(C)(C)N(C(=O)CN2C(=O)CCC2=O)c2ccc(C)cc21,1%,1%,89%[activator],1%,-0.6,7%,7%,-7%,-7%
COC1CCN(C(=O)c2ccc3oc(C(C)C)nc3c2)CC1,18%,42%,56%[activator],-9%,0.6,1%,-1%,-4%,4%
COc1cc(OC)c(OC)cc1/C=N/NC(=O)CC1C(=O)NN=C1C (stereo not drawn),-2%,11%,12%,0%,0.0,-5%,0%,1%,0%
COc1ccc(C(=O)COC(=O)CCc2ccccc2)cc1,-10%,21%,17%,-1%,-0.7,-13%,-7%,-21%,5%
Cc1ccn2c(Nc3ccc4c(c3)OCCO4)c(-c3ccc(N(C)C)cc3)nc2c1,/,25%,44%[activator],-3%,-0.1,8%,-6%,-11%,6%
CCn1cnc2cc(NC(=O)COc3ccc(C)cc3)ccc21,/,/,-21%,-1%,/,-11%,/,/,49%[activator]
O=C(C1CCCN(S(=O)(=O)c2ccccc2[N+](=O)[O-])C1)N1CCCC1 (stereo not drawn),-3%,0%,9%,/,-0.9,-2%,4%,-1%,-11%
NC(=O)C1CCN(C(=O)Cn2cccc2C(=O)c2ccccc2)CC1,3%,4%,26%,-14%,0.4,-3%,-2%,-8%,0%
Cc1cc(C(=O)CSc2nnnn2-c2ccc(O)cc2)c(C)n1Cc1ccc2c(c1)OCO2,-5%,?,1%,-5%,-0.2,-14%,-14%,7%,0%
O=C(NN=C1CCN(Cc2ccccc2)CC1)c1cc(Br)ccc1O,0%,-12%,13%,-5%,1.5,-1%,-17%,-15%,-5%
c1ccc2c(c1)OCC(c1nn3c(Cn4nnc5ccccc54)nnc3s1)O2 (stereo not drawn),?,?,50µM*,-4%,-0.7,?,-6%,?,?
COc1cc(C(=O)Nc2nc(-c3ccc(C)cc3)cs2)ccc1OCC(=O)N1CCOCC1,-3%,14%,-14%,15%,0.7,-8%,-3%,-6%,-7%
CNC(=O)CSc1nnc(-c2ccco2)n1-c1ccccc1OC,3%,53%,61%[activator],1%,0.1,3%,-1%,-1%,-1%
Cc1ccc2c(ccc[n+]2CC(=O)c2ccccc2)c1,3%,-1%,9%,17%,0.4,-13%,4%,-10%,2%
CCCNc1nc(OC(C(F)(F)F)C(F)(F)F)nc(OC(C(F)(F)F)C(F)(F)F)n1,-4%,33%,-6%,-4%,0.9,-2%,-1%,-9%,-9%
COC(=O)[C@@]12CCCCN1[C@H](c1ccc(-c3ccc(F)cc3)c(OC)c1)[C@@H]1C(=O)N(C)C(=O)[C@@H]12,0%,/,?,-2%,0.7,-13%,/,/,-3%
Cc1ccc(C(=O)NN2C(=O)C3C(C2=O)C2C=CC3C23CC3)cc1 (stereo not drawn),?,-4%,-12%,5%,0.1,-4%,-4%,-8%,2%

# Not all compounds are listed; the hit share may differ from the screen's.
